Bioassay records: PubChem, National Center for Advancing Translational Sciences (NCATS)
RGS4 inhibitor: human RGS4 inhibition | P49798 | Transcreener GDP fluorescence polarization, RGS4-accelerated GTP hydrolysis | Potency, µM (titrated, usually from 114 µM), without a hit: top-dose activity change, negative = inhibition, most hits filed as inhibitors | 0.039% of 390,000 active | AID 504845; note: potency is the fitted concentration of half-maximal effect; % is set by controls: 0 for no effect and ±100 for the full control effect; nearly all actives have a fitted effect of over 75% in size; some results filed as inactive show a strong effect at the top dose
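MLSMR compounds (23 nl, pin-transferred) preincubated 10 min at room temperature with a 500nM (2x) first reagent, then RGS4 at 900nM (2x) plus Transcreener GDP mix added; fluorescence polarization (620/688 nm) read before and after 90 min at 30 °C.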
12-LOX inh: ALOX12 (human) lipoxygenase inhibition; purified 12hLO, xylenol orange hydroperoxide absorbance; Potency, µM (titrated, usually from 108 µM), inactives show at the highest dose activity change, negative = inhibition, most hits filed as inhibitors; 1.1% of 580,000 active; AID 1671190; note: potency is the fitted concentration of half-maximal effect; % is set by controls: 0 for no effect and ±100 for the full control effect
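Purified human 12hLO at 150 nM in 25 mM Hepes, 0.01% Triton X-100, pH 7.0, preincubated 15 min at room temperature with compound. Reaction started with 40 uM arachidonic acid, 30 min at room temperature. Hydroperoxide measured by Fe-xylenol orange, 573/405 nm absorbance ratio.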
Apoferritin bind: binds horse apoferritin like a general anesthetic; P02791; apoferritin/1-aminoanthracene competitive binding, fluorescence; Potency, µM (doses to about 77.5 µM), without a hit: at the highest dose activity change, negative = displacement, usual class: inhibitors; 0.074% of 350,000 active; AID 485281; note: potency is the fitted concentration of half-maximal effect; % is set by controls: 0 for no effect and ±100 for the full control effect; nearly all actives have a fitted effect of over 20% in size
Target sequence (P02791 2-175 limits assumed): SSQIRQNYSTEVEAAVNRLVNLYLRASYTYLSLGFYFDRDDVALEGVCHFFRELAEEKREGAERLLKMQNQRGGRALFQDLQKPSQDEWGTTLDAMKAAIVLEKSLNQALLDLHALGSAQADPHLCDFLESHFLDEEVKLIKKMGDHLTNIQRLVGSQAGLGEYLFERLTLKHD
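Steps: apoferritin (10 uM) was premixed with half-saturated 1-AMA in PBS, compounds were pin-transferred, plates stood 10 min at room temperature, fluorescence was read at 380/535 nm, and curves were fitted with a Hill equation.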
POLK inh: blocks human DNA polymerase kappa activity; Q9UBT6; purified Pol kappa, fluorescent DNA synthesis assay, 10 min; Potency, µM (highest dose often 107 µM), for the others: at the top dose activity, negative = inhibition, usual class: inhibitors; 0.53% of 400,000 active; AID 588579; note: potency is the fitted concentration of half-maximal effect; % is set by controls: 0 for no effect and ±100 for the full control effect
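Pol kappa 10 nM + cpd, 15 min RT; start w/ substrate 50 nM final; fluorescence kinetic read, 0 and 10 min. Neg ctrl: buffer, no enzyme.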
LDHA block: LDHA (human) enzyme inhibition. AID 1347041. purified LDHA, NADH/diaphorase-resazurin fluorescence; stronger effect = lower value. P00338. activity change, % (values are at about 110 or 230 µM). 0.15% of 480,000 active; in the data active = activity change below about -30%; inconclusive = mostly about -25% to -30%;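 note: plate controls were DMSO wells for no effect and wells without enzyme for full effect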
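Human LDH5 at 2 nM final in Tris HCl pH 7.4 with 0.06 mM NADH and 0.2 mM pyruvate, reacted 5 minutes at room temperature. Remaining NADH coupled via diaphorase/resazurin; resorufin fluorescence read at 0 and 20 minutes, normalized to enzyme-free and DMSO wells.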
APE1 inh: APE1 (human) endonuclease inhibition; P27695; recombinant APE1, TAMRA/BHQ-2 abasic DNA cleavage fluorescence; Potency, µM (doses to about 65.8 µM), inactives show top-dose activity change, negative = inhibition, actives largely listed as inhibitors; 0.35% of 350,000 active; AID 2517;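 note: potency is the fitted concentration of half-maximal effect; plate controls were vehicle for no effect and reference inhibitor for full effect; nearly all actives have a fitted effect of over 55% in size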
Target sequence (P27695 whole entry, looked up): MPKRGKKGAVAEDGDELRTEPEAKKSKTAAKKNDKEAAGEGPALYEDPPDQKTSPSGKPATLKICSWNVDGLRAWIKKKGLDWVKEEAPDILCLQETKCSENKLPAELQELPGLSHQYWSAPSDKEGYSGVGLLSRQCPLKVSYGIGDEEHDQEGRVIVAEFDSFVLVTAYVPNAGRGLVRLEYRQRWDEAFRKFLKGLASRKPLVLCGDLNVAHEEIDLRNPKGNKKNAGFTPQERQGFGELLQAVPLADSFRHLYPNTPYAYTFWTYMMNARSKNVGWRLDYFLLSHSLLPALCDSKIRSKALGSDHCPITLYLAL
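Compound pre-exposure to 0.75 nM APE1, 15 min at ambient temperature. Reaction initiated with 50 nM TAMRA/BHQ-2 THF substrate, read immediately in kinetic mode, 525 nm excitation, 598 nm emission.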
Pol beta inh: DNA polymerase beta (human) inhibition; 1.3% of 340,000 active; Potency, µM (highest dose often 114 µM), for the others: at the highest dose activity change, negative = inhibition, hits mostly inhibitors; Pol beta primer extension/strand displacement, fluorescence kinetic; P06746; note: potency is the fitted concentration of half-maximal effect; % is set by controls: 0 for no effect and ±100 for the full control effect
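Enzyme-only controls used 10 nM Pol beta; buffer lacking enzyme served as negative control. Compound preincubated 15 min, then 50 nM substrate added; 0 and 10 min reads at room temperature.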
POLH inh: blocks human DNA polymerase eta activity | Potency, µM (series often up to 114 µM), inactives show top-dose activity change, negative = inhibition, most hits filed as inhibitors | recombinant Pol eta, fluorescent DNA replication assay | 1.2% of 390,000 active; note: potency is the fitted concentration of half-maximal effect; % is set by controls: 0 for no effect and ±100 for the full control effect
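Pol eta at 10 nM preincubated with compounds 15 min at room temperature; reaction started with fluorescent substrate (50 nM final) and read kinetically at 0 and 10 min.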
ERG-DNA inh: ERG Ets/DNA interaction inhibition; fluorescence polarization, His-ERG Ets domain / labelled DNA; P11308; 0.028% of 370,000 active; Potency, µM (doses to about 76.9 µM), without a hit: at the highest dose FP activity, negative = inhibition, actives largely listed as inhibitors; active = well fitted inhibition curve with a large enough effect in the polarisation, with a control signal flat; inconclusive = small, poorly fitted or top-dose-only effect, or effect the other way, or a change in a side signal; inactive = no such curve, though single readings can be large or run the other way; the % refers to the polarisation;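 note: polarization taken with two DNA probes labelled with fluorescein and Texas red; potency is the fitted concentration of half-maximal effect; % of control where 0% means no effect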
Target sequence (P11308 whole entry, looked up, the tested form may be a part): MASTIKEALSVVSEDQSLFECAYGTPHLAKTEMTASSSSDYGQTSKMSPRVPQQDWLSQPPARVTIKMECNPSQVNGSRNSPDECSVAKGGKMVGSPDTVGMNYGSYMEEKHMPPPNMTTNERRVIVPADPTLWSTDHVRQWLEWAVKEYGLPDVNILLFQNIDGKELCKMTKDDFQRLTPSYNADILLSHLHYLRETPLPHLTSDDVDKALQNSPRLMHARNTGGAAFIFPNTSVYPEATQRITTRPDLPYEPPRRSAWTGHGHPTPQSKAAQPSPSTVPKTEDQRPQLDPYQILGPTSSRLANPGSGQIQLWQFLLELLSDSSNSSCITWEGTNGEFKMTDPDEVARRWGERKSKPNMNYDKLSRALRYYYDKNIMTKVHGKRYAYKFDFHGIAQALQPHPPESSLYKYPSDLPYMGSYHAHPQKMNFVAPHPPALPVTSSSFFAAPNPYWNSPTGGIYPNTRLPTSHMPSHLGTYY
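His-tagged ERG Ets domain (1 uM in the protein solution; 300mM KCl, 50mM Tris-HCl, 1mM EDTA, 1mM DTT, pH 7.5) received compound, then a probe mix of 5 nM fluorescein-DNA and 100nM Texas-615-DNA. Fluorescence polarization was read for both dyes.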
Active calls of the source: *; ? = inconclusive; / = not tested or not shown; & = joins results of further samples; [ ] = another dose, or the depositor's remark. Unless noted, calls come from the whole dose curve; as a rule, active = well fitted curve in the direction sought with a large enough effect; inconclusive = small, poorly fitted or top-dose-only effect, or another doubt; inactive = no such curve, though single readings can be large; an effect the other way counts as inactive or inconclusive. An excerpt (hit frequency here may not be typical).

Start of the listing, in advance, 13 compounds:
SMILES	RGS4 inhibitor	12-LOX inh	Apoferritin bind	POLK inh	LDHA block	APE1 inh	Pol beta inh	POLH inh	ERG-DNA inh
Cc1ccc(N(C)C(=O)N2CCN(c3ccccn3)CC2)cc1	-3%	-6%	-2%	-8%	-2	-6%	22%	-5%	-13%
Oc1c(Br)cc(Cl)cc1C=Nc1ccc(N2CCOCC2)cc1	?	?	-8%	-19%	28	3%	20%	12%	16%
COc1ccc(NC(=O)CSc2nc3nc(C)cc(C)c3c(=O)[nH]2)cc1OC	-10%	-9%	/	-3%	0	10%	/	-14%	-7%
COc1ccc(OCCCC(=O)OC(C)C(=O)Nc2ccc(C)cc2)cc1 (stereo not given)	23%	1%	/	-2%	-7	0%	/	-12%	6%
O=C(COc1ccccc1)Nc1ccc2nc(SCC(=O)N3CCOCC3)sc2c1	-15%	0%	-4%	3%	-3	/	9%	-16%	1%
COc1ccc(-c2cc(C(=O)NCCN3CCOCC3)c3ccccc3n2)cc1OC	8%	-29%	-6%	-8%	-2	10%	0%	0%	-9%
O=C(CSc1nc2scc(-c3ccccc3)c2c(=O)[nH]1)NCCc1ccccc1	-18%	0%	-7%	-27%	-6	30%	0%	-7%	9%
N#Cc1ccccc1CSc1nc2ccsc2c(=O)n1Cc1ccccn1	-3%	-8%	-10%	-16%	1	-5%	-16%	-25%	6%
CCCC(=O)Nc1sc(-c2ccccc2)c(-c2ccccc2)c1C(=O)O	-1%	202%[activator]	/	-23%	-1	/	/	-9%	-8%
COc1ccc(C(=O)CC(Nc2ccc([N+](=O)[O-])cc2)c2ccc(Cl)cc2)cc1 (stereo not given)	7%	21%	-21%	-20%	4	-6%	-34%	-7%	-1%
Cc1cc(N2CCN(C)CC2)nc2ccc(NC(=S)N3CCCCC3)cc12	-40%	-2%	-10%	-2%	3	?	8%	-16%	2%
CCc1nnc(NC(=O)Cc2ccc(S(=O)(=O)N3CCCCC3)cc2)s1	25%	-6%	/	1%	-7	-13%	/	-7%	5%
Cc1cc(C(=O)N/N=C/C=C/c2ccccc2)c(C)o1	-18%	-14%	-5%	-22%	-5	0%	11%	2%	0%

All compounds of this part, from the start:
SMILES	RGS4 inhibitor	12-LOX inh	Apoferritin bind	POLK inh	LDHA block	APE1 inh	Pol beta inh	POLH inh	ERG-DNA inh
Cc1ccc(N(C)C(=O)N2CCN(c3ccccn3)CC2)cc1	-3%	-6%	-2%	-8%	-2	-6%	22%	-5%	-13%
Oc1c(Br)cc(Cl)cc1C=Nc1ccc(N2CCOCC2)cc1	?	?	-8%	-19%	28	3%	20%	12%	16%
COc1ccc(NC(=O)CSc2nc3nc(C)cc(C)c3c(=O)[nH]2)cc1OC	-10%	-9%	/	-3%	0	10%	/	-14%	-7%
COc1ccc(OCCCC(=O)OC(C)C(=O)Nc2ccc(C)cc2)cc1 (stereo not given)	23%	1%	/	-2%	-7	0%	/	-12%	6%
O=C(COc1ccccc1)Nc1ccc2nc(SCC(=O)N3CCOCC3)sc2c1	-15%	0%	-4%	3%	-3	/	9%	-16%	1%
COc1ccc(-c2cc(C(=O)NCCN3CCOCC3)c3ccccc3n2)cc1OC	8%	-29%	-6%	-8%	-2	10%	0%	0%	-9%
O=C(CSc1nc2scc(-c3ccccc3)c2c(=O)[nH]1)NCCc1ccccc1	-18%	0%	-7%	-27%	-6	30%	0%	-7%	9%
N#Cc1ccccc1CSc1nc2ccsc2c(=O)n1Cc1ccccn1	-3%	-8%	-10%	-16%	1	-5%	-16%	-25%	6%
CCCC(=O)Nc1sc(-c2ccccc2)c(-c2ccccc2)c1C(=O)O	-1%	202%[activator]	/	-23%	-1	/	/	-9%	-8%
COc1ccc(C(=O)CC(Nc2ccc([N+](=O)[O-])cc2)c2ccc(Cl)cc2)cc1 (stereo not given)	7%	21%	-21%	-20%	4	-6%	-34%	-7%	-1%
Cc1cc(N2CCN(C)CC2)nc2ccc(NC(=S)N3CCCCC3)cc12	-40%	-2%	-10%	-2%	3	?	8%	-16%	2%
CCc1nnc(NC(=O)Cc2ccc(S(=O)(=O)N3CCCCC3)cc2)s1	25%	-6%	/	1%	-7	-13%	/	-7%	5%
Cc1cc(C(=O)N/N=C/C=C/c2ccccc2)c(C)o1	-18%	-14%	-5%	-22%	-5	0%	11%	2%	0%
COc1ccc(-c2cc3ccc(OC(C)C(=O)O)cc3oc2=O)cc1 (stereo not given)	2%	0%	/	-13%	-11	-7%	36%	-19%	2%
O=C(NCCCn1ccnc1)c1ccccc1Br	20%	-3%	-5%	-3%	-2	31%	-10%	4%	-5%
CCc1cccc(OCCCN2C(=O)NC(C)(C)C2=O)c1	-6%	-15%	-19%	-2%	0	2%	19%	-9%	-6%
COc1ccc(C(=O)NCC(c2cccnc2)N2CCc3ccccc3C2)cc1OC (stereo not given)	6%	24%	-21%	5%	-3	/	0%	-18%	0%
CCn1cc(CCC(=O)O)c(C)n1	-16%	-7%	2%	-2%	-2	1%	14%	11%	2%
COc1cccc(N2CCN(c3nc(C)cc(C)c3C#N)CC2)c1	15%	15%	13%	-22%	4	-12%	-1%	-4%	-5%
Cc1nn(CC(=O)NCc2cccc3ccccc23)c(=O)c2ccccc12	2%	0%	-17%	-9%	-6	-4%	1%	8%	-4%
Cc1ccc(C(=O)COC(=O)C(Cc2c[nH]c3ccccc23)NC(=O)c2ccc(Br)cc2)cc1 (stereo not given)	-14%	-19%	-6%	-16%[60.1 µM]	-3	/	0%	-3%	-3%
O=C(NC(=S)N1CCN(c2ccc([N+](=O)[O-])cc2)CC1)c1ccccc1	-35%	21%	-9%	-1%	-4	6%	-1%	-4%	0%
CC(C)(C)NC(=O)COC(=O)CNC(=O)c1cc(Cl)cc([N+](=O)[O-])c1	5%[11.4 µM]	-3%	-7%	-3%[60.1 µM]	-12	4%	-14%	-22%	5%
CCc1ccc(NC(=O)C(=O)N/N=C(\C)CC(=O)NCc2ccc(Cl)cc2)cc1	-17%	5%	?	9%	3	1%	2%	-1%	11%
O=C(Nc1nccs1)c1ccc(F)c(S(=O)(=O)N2CCOCC2)c1	5%	?	-3%	-12%	-4	-1%	37%	-25%	-9%
O=C(NC1=NCCS1)c1ccncc1	-19%	?	-6%	-2%	-12	-2%	1%	?	0%
O=C(COc1ccccc1)Nc1c2c(nn1-c1ccc(F)cc1)CS(=O)(=O)C2	7%	-2%	-1%	1%	-6	0%	26%	-7%	-1%
Cc1ccc[n+](-c2[nH]c(=O)sc2/C=N/N=C(\[O-])CCn2c3ccccc3c3ccccc32)c1	-7%	12%	-6%	-14%	-5	-1%	2%	-11%	0%
CCN(CC)C(=O)COc1ccc(N(C)S(=O)(=O)c2ccc(NC(C)=O)cc2)cc1	11%[11.4 µM]	9%	2%	-4%	-3	-2%	15%	34%[activator]	-4%
COc1ccccc1OCC(=O)N/N=C1/C=C(C)CC1	-11%	5%	0%	-13%	-7	?	-11%	-24%	-3%
O=C(CSc1ccc(-c2ccc3c(c2)OCO3)nn1)Nc1nccs1	-126%	-15%	-11%	-7%	-9	-7%	-27%	-6%	-11%
Cn1c(=O)c2c(nc(N3CCCCCC3)n2CC(=O)c2ccc(Br)cc2)n(C)c1=O	-20%	28%	-2%	-2%	-7	7%	2%	-13%	-3%
CCCCc1cc(=O)oc2cc(OCc3nn[nH]n3)ccc12	-2%	14%&-12%	10%	-5%	-5&-6	-1%	4%	-21%	4%
CCCOc1ccc(C(=O)NC(=S)Nc2nc3ccccc3s2)cc1	-8%	?	-5%	-2%	-10	0%	18%	-3%	/
COc1ccc(N2C(=O)c3cccc4c(N(C)CCO)ccc(c34)C2=O)cc1	20%	0%	-2%	-18%	-6	-3%	-7%	-10%	-1%
NNC1=N[C@H]2CS(=O)(=O)C[C@H]2S1	-29%	-11%	-8%	0%	5	2%	39%	-16%	14%
OCCC1CN(C/C=C/c2ccco2)CCN1Cc1ccccc1 (stereo not given)	0%	-15%	-2%	-5%	-2	27%	?	?	39%[activator]
O=C1CN(S(=O)(=O)c2cc(C(=O)O)ccc2Cl)c2ccccc2N1	-5%	2%	-1%	-9%	-5	4%	50µM*	50µM*	16%
O=C(c1cccs1)n1nc(-c2ccc(Cl)cc2)nc1NCc1ccco1	-20%	?	-10%	-1%	0	21%	24%	-12%	2%
O=C1NCCCC1C(=O)NCCNC(=O)C(F)(F)F (stereo not given)	23%	3%	-9%	-5%[60.1 µM]	-21	15%	-1%	-3%	/
O=C(CN1CCCCCC1)Nc1ccccc1	15%	-25%	-4%	?	-22	1%	-1%	5%	4%
CC12CCC3c4cc(CN5CCOCC5)c(O)cc4CCC3C1CCC2=O (stereo not given)	6%	-2%	/	-19%	-2	/	/	-19%	-18%

Reformatted: entries from further up
Results follow in this order: RGS4 inhibitor, 12-LOX inh, Apoferritin bind, POLK inh, LDHA block, APE1 inh, Pol beta inh, POLH inh, ERG-DNA inh
O=C(Nc1nccs1)c1ccc(F)c(S(=O)(=O)N2CCOCC2)c1
 : 5%, ?, -3%, -12%, -4, -1%, 37%, -25%, -9%
O=C(NC1=NCCS1)c1ccncc1
 : -19%, ?, -6%, -2%, -12, -2%, 1%, ?, 0%
